NR1D1 modulator: modulates human Rev-erb alpha binding to DNA. activity, % at 10 µM. Rev-erbα–FITC-DNA binding, fluorescence polarization, 90 min. hit rate 0.79% among 370,000;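 active = activity above about 14%, limit read from the data; passing the limit was not always enough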;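 note: 0% = DMSO wells with 35 nM protein and 100% = DMSO wells with 750 nM protein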
Target sequence (P20393 whole entry, looked up): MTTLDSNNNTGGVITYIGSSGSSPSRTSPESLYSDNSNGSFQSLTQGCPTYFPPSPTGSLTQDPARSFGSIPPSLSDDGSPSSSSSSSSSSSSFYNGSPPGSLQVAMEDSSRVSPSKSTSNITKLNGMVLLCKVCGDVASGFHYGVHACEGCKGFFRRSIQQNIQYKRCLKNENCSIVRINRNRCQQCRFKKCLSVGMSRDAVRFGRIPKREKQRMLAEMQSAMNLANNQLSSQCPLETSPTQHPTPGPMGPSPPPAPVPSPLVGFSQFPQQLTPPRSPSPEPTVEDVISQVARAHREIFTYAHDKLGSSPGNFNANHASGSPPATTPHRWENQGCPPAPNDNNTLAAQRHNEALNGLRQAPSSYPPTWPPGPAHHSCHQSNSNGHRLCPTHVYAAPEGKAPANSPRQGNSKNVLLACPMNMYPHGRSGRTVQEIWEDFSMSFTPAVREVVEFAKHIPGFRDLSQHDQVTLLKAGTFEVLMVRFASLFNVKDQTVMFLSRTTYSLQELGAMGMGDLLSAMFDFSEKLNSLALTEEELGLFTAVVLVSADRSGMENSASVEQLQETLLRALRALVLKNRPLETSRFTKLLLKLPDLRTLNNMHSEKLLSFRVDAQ
ARFGAP1 inh: rat ARFGAP1 inhibition. inhibition, % at 16.5 µM. Arfgap1-stimulated ARF1 GTP hydrolysis, GDP FP detection. Q62848. hit rate 0.26% among 360,000;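 active = inhibition above a per-plate limit, mean inhibition of low control wells plus 3 SD, cut at about 25% in these data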;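 note: 0% = DMSO wells with enzyme and 100% = wells lacking Arfgap1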
Target sequence (Q62848 1-136 limits assumed): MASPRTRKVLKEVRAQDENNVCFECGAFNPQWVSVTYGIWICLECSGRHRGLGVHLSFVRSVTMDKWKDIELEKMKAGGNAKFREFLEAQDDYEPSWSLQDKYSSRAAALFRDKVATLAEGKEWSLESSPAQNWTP
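Material: rat Arfgap1 GAP domain (His6, aa 1-136), purified enzyme. Also added: human ARF1(Δ1-17)-GTP substrate. Compound dosing: 16.5 µM single point, 1.26% DMSO. Timing: enzyme reaction 120 min at 25 °C after 20 min preincubation. Signal: GDP detection by fluorescence polarization. Read-out basis: percent inhibition of GAP-stimulated GDP formation, scaled between DMSO and no-Arfgap1 medians.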
GC-A act: GC-A (human) enzyme activation; P16066; HEK293 GC-A cells, cGMP TR-FRET, EC30 ANP; 0% at EC30 ANP, 100% saturating ANP; activation, % at 10 µM; hit rate 0.14% among 370,000; AID 1671463; in the data active = activation above about 40%
PG9 Ab binder: PG9 antibody binding by small molecule | TR-FRET gp120-PG9 antibody binding | hit rate 0.43% among 360,000 | inhibition, % at 6.7 µM; in the data active = inhibition above about 8.5%
GC-B act: GC-B (human) receptor activation. P20594. HEK293-GC-B cells, CNP EC30, cGMP TR-FRET; 0% at EC30 CNP, 100% saturating CNP. activation, % at 10 µM. hit rate 0.11% among 370,000;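 active = activation at 10 µM reaching about 35% in either raw or pattern-adjusted values, limit read from the data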
HTRA1 inhibitor: HTRA1 (human) protease inhibition. Q92743. recombinant HTRA1, FP-rhodamine activity-based probe, fluorescence polarization. inhibition, % at 5.96 µM. hit rate 0.5% among 340,000; in the data active = inhibition above about 36%;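 note: 0% = enzyme with DMSO and 100% = wells lacking enzyme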
ASAP1 inh: inhibitors of human ASAP1 ArfGAP activity; hit rate 0.19% among 360,000; Q9ULH1; ASAP1-stimulated ARF1 GTP hydrolysis, GDP FP detection; inhibition, % at 16.5 µM; in the data active = inhibition above about 25%;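 note: 0% = vehicle with enzyme and substrate and 100% = no enzyme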
ABHD4 inh: inhibits mouse alpha/beta hydrolase domain 4. inhibition, % at 8.92 µM. AID 720543. purified mABHD4, FP-Rh probe fluorescence polarization. hit rate 0.54% among 370,000;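 active = inhibition exceeding the mean over every tested compound plus 3 SD, cut at about 30% in these data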;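 note: 0% = plate median of compound wells and 100% = S159A mutant with DMSO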
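Material: mouse ABHD4 enzyme, wild type; Benchmarks: S159A mutant high control, sample median low control; Buffer or medium: HEPES pH 7.0, NaCl, Pluronic buffer; Signal: fluorescence polarization; Read-out: percent inhibition of probe binding, normalized to plate controls; Timing: pre-incubation 45 min, probe exposure 60 min, at 25 °C; Dosing: 8.92 µM, single dose.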
SMARCA2 act: SMARCA2 function activation, primary screen; AID 652017; MG213 cells, MMTV-luciferase reporter, dexamethasone, overnight; activation, % at 9.1 µM; hit rate 1% among 370,000; in the data active = activation above about 7.8%;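 note: 0% = vehicle wells and 100% = reference activator wells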
rCAG binder: r(CAG) repeat RNA binding; TO-PRO-1 dye displacement fluorescence; inhibition, % at 3 µM; hit rate 1.3% among 370,000; AID 651821;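 active = inhibition above the plate cutoff, the mean of all test compounds on that plate plus 3 SD, cut at about 35% in these data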;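 note: 0% = DMSO alone and 100% = 100 µM mitoxantrone as full dye displacement; higher means more dye released from RNA so lower well fluorescence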
Active calls of the source: *. An unsorted share of the library; overall some 4.4% were active at least once.

COC(=O)c1ccc(CNC(=O)c2ccc(NS(=O)(=O)c3ccc4[nH]c(=O)[nH]c4c3)cc2)cc1 was read as NR1D1 modulator 2, ARFGAP1 inh 3, GC-A act 5, PG9 Ab binder 1.1, GC-B act -2, HTRA1 inhibitor -7, ASAP1 inh 6, ABHD4 inh -12, SMARCA2 act -1 and rCAG binder 7.
Screening COc1cc(C(O)C(=O)O)ccc1O (centres undefined) returned NR1D1 modulator 2, ARFGAP1 inh 13, GC-A act 4, PG9 Ab binder -1.5, GC-B act 2, HTRA1 inhibitor 5, ASAP1 inh -2, ABHD4 inh -4, SMARCA2 act 2 and rCAG binder 2.
`CCN(CC)C(=O)C(=O)Nc1cc(C(F)(F)F)ccc1Cl` gave NR1D1 modulator 3, ARFGAP1 inh -4, GC-A act 1, PG9 Ab binder 0.2, GC-B act 0, HTRA1 inhibitor 5, ASAP1 inh 0, ABHD4 inh 5, SMARCA2 act 2 and rCAG binder 2.
O=C(CSc1nc2ccccc2c(=O)n1CCCO)Nc1ccc2c(c1)OCCO2 was read as NR1D1 modulator 4, ARFGAP1 inh -16, GC-A act 1, PG9 Ab binder -2.8, GC-B act -1, HTRA1 inhibitor -7, ASAP1 inh 8, ABHD4 inh -4, SMARCA2 act 1 and rCAG binder 4.
`CC(C)C(=O)NC(=S)Nc1nnn(C)n1` gave NR1D1 modulator 2, ARFGAP1 inh 3, GC-A act 0, PG9 Ab binder -3.0, GC-B act -6, HTRA1 inhibitor 5, ASAP1 inh 8, ABHD4 inh -4, SMARCA2 act 0 and rCAG binder -2.
For N#Cc1cc2cc3c(cc2nc1SCC(=O)OC1CCCCC1)OCO3 the results were NR1D1 modulator 79*, ARFGAP1 inh -3, GC-A act 1, PG9 Ab binder 0.5, GC-B act -4, HTRA1 inhibitor 2, ASAP1 inh -6, ABHD4 inh 9, SMARCA2 act -3 and rCAG binder 1.
`Cc1ccsc1C(=O)OCC(=O)Nc1cccc(S(=O)(=O)N2CCOCC2)c1` gave NR1D1 modulator 1, ARFGAP1 inh 1, GC-A act -2, PG9 Ab binder 2.7, GC-B act -6, HTRA1 inhibitor 1, ASAP1 inh 5, ABHD4 inh -13, SMARCA2 act -1 and rCAG binder 1.
`O=C(OCc1ccc(Cl)c(Cl)c1)c1ccccn1` gave NR1D1 modulator -2, ARFGAP1 inh -1, GC-A act 3, PG9 Ab binder -3.8, GC-B act -2, HTRA1 inhibitor -4, ASAP1 inh -5, ABHD4 inh -1, SMARCA2 act 4 and rCAG binder 1.
For CCOc1ccc(Oc2ccccc2NC(=O)CSCC(=O)Nc2cc(C)on2)cc1 the results were NR1D1 modulator 3, ARFGAP1 inh 13, GC-A act -3, PG9 Ab binder 1.2, GC-B act 0, HTRA1 inhibitor -14, ASAP1 inh 10, ABHD4 inh 2, SMARCA2 act -4 and rCAG binder -5.
CCOc1cc(C=NNC(=O)c2cccc(S(=O)(=O)N3CCCC3)c2)ccc1O was read as NR1D1 modulator 4, ARFGAP1 inh 0, GC-A act 0, PG9 Ab binder -1.8, GC-B act -6, HTRA1 inhibitor 0, ASAP1 inh 7, ABHD4 inh -11, SMARCA2 act 0 and rCAG binder 5.

No new results follow: entries from further up.
`O=C(OCc1ccc(Cl)c(Cl)c1)c1ccccn1` gave NR1D1 modulator -2, ARFGAP1 inh -1, GC-A act 3, PG9 Ab binder -3.8, GC-B act -2, HTRA1 inhibitor -4, ASAP1 inh -5, ABHD4 inh -1, SMARCA2 act 4 and rCAG binder 1.
For CCOc1ccc(Oc2ccccc2NC(=O)CSCC(=O)Nc2cc(C)on2)cc1 the results were NR1D1 modulator 3, ARFGAP1 inh 13, GC-A act -3, PG9 Ab binder 1.2, GC-B act 0, HTRA1 inhibitor -14, ASAP1 inh 10, ABHD4 inh 2, SMARCA2 act -4 and rCAG binder -5.
CCOc1cc(C=NNC(=O)c2cccc(S(=O)(=O)N3CCCC3)c2)ccc1O was read as NR1D1 modulator 4, ARFGAP1 inh 0, GC-A act 0, PG9 Ab binder -1.8, GC-B act -6, HTRA1 inhibitor 0, ASAP1 inh 7, ABHD4 inh -11, SMARCA2 act 0 and rCAG binder 5.

Later entries:
Screening COc1ccccc1S(=O)(=O)Cc1ccc(C(=O)NC2CCCCCC2)o1 returned NR1D1 modulator 2, ARFGAP1 inh -1, GC-A act 4, PG9 Ab binder 0.8, GC-B act 3, HTRA1 inhibitor 0, ASAP1 inh -9, ABHD4 inh 1, SMARCA2 act -4 and rCAG binder -2.
COC(=O)c1ccc(S(=O)(=O)N2CCC(c3nc4ccccc4o3)CC2)cc1 was read as NR1D1 modulator -1, ARFGAP1 inh 11, GC-A act 0, PG9 Ab binder -0.8, GC-B act 0, HTRA1 inhibitor -6, ASAP1 inh 13, ABHD4 inh 0, SMARCA2 act -1 and rCAG binder -2.
For CCCc1nc2oc3c(NCc4ccccn4)ncnc3c2c2c1COC(C)(C)C2 the results were NR1D1 modulator -4, ARFGAP1 inh 6, GC-A act 19, PG9 Ab binder -1.4, GC-B act 15, HTRA1 inhibitor -3, ASAP1 inh -5, ABHD4 inh 4, SMARCA2 act 6 and rCAG binder -2.
`CC(=O)Nc1ccc(S(=O)(=O)N2CCC(c3nc4ccccc4[nH]3)CC2)cc1` gave NR1D1 modulator 1, ARFGAP1 inh -8, GC-A act 1, PG9 Ab binder -1.7, GC-B act -1, HTRA1 inhibitor -4, ASAP1 inh -4, ABHD4 inh 1, SMARCA2 act 1 and rCAG binder 0.
Screening CC12CN(C(=O)c3ccc([N+](=O)[O-])cc3)CC(C)(CN(C(=O)c3ccc([N+](=O)[O-])cc3)C1)C2=O returned NR1D1 modulator -1, ARFGAP1 inh 7, GC-A act 5, PG9 Ab binder -0.2, GC-B act 2, ASAP1 inh -5, ABHD4 inh 0, SMARCA2 act -2 and rCAG binder -2.
For CC(C)Oc1ccc(S(=O)(=O)N2CCCCC2)cc1NC(=O)CN1CCCC1c1cccs1 (centres undefined) the results were NR1D1 modulator 11, ARFGAP1 inh -9, GC-A act 2, PG9 Ab binder 0.7, GC-B act 9, HTRA1 inhibitor -31, ASAP1 inh -11, ABHD4 inh -2, SMARCA2 act -3 and rCAG binder 8.
Screening CC1CN(c2nc3ccccc3nc2SCC(=O)Nc2ccc(F)cc2)CC(C)O1 (centres undefined) returned NR1D1 modulator 10, ARFGAP1 inh -3, GC-A act 0, PG9 Ab binder 0.1, GC-B act -1, HTRA1 inhibitor -34, ASAP1 inh 14, ABHD4 inh -12, SMARCA2 act 0 and rCAG binder 6.
For NS(=O)(=O)c1cccc(NC(=O)COC(=O)/C(=C/c2cccs2)c2cccs2)c1 the results were NR1D1 modulator 8, ARFGAP1 inh 13, GC-A act -7, PG9 Ab binder -2.0, GC-B act -8, HTRA1 inhibitor -16, ASAP1 inh 13, ABHD4 inh -19, SMARCA2 act -3 and rCAG binder 14.
For N#Cc1cnc(SCC(=O)N2CCCCC2)nc1N the results were NR1D1 modulator 4, ARFGAP1 inh 0, GC-A act 3, PG9 Ab binder 1.7, GC-B act 1, HTRA1 inhibitor -1, ASAP1 inh -10, ABHD4 inh -3, SMARCA2 act 0 and rCAG binder -2.
For Cc1ccc(-c2ccc(SCC(=O)Nc3ccc4c(c3)OCCO4)nn2)cc1 the results were NR1D1 modulator 1, ARFGAP1 inh 5, GC-A act 6, PG9 Ab binder 1.2, GC-B act 1, HTRA1 inhibitor -21, ASAP1 inh -5, ABHD4 inh -11, SMARCA2 act 6 and rCAG binder 1.
For O=C(NCCCC1CCCC1)C1CCC(=O)N(Cc2ccc(Cl)cc2)C1 (centres undefined) the results were NR1D1 modulator -3, ARFGAP1 inh -18, GC-A act -8, PG9 Ab binder -4.1, GC-B act -2, HTRA1 inhibitor -8, ASAP1 inh 8, ABHD4 inh 0, SMARCA2 act -3 and rCAG binder -8.
`O=C(Nc1ccnn1C1CCN(Cc2cccc(OCCO)c2)CC1)C1CCOC1` (centres undefined) gave NR1D1 modulator 1, ARFGAP1 inh 3, GC-A act 0, PG9 Ab binder -2.5, GC-B act 0, HTRA1 inhibitor -1, ASAP1 inh -1, ABHD4 inh 11, SMARCA2 act -1 and rCAG binder -2.
Screening CCOc1ccc(CCNC(=O)c2ccc3ccccc3n2)cc1OCC returned NR1D1 modulator 0, ARFGAP1 inh 3, GC-A act -1, PG9 Ab binder -2.0, GC-B act -3, HTRA1 inhibitor -16, ASAP1 inh 4, ABHD4 inh -11, SMARCA2 act 4 and rCAG binder -5.
Screening CCCCC(CC)CNC(=O)CC1Nc2c3ccccc3nc(=S)n2C1=O (centres undefined) returned NR1D1 modulator -4, ARFGAP1 inh 3, GC-A act 14, PG9 Ab binder 1.3, GC-B act 6, HTRA1 inhibitor -1, ASAP1 inh 1, ABHD4 inh -6, SMARCA2 act -5 and rCAG binder 3.
Screening Cc1cc(Nc2ccc(F)cc2)nc(N)n1 returned NR1D1 modulator 2, ARFGAP1 inh 1, GC-A act -2, PG9 Ab binder -0.7, GC-B act 1, HTRA1 inhibitor -5, ASAP1 inh 1, ABHD4 inh 5, SMARCA2 act -1 and rCAG binder -1.
O=[N+]([O-])c1ccc(F)cc1OCc1nc(-c2cccs2)no1 was read as NR1D1 modulator -3, ARFGAP1 inh 9, GC-A act 3, PG9 Ab binder 0.7, GC-B act 1, HTRA1 inhibitor -5, ASAP1 inh -15, ABHD4 inh -6, SMARCA2 act 0 and rCAG binder -1.
COc1ccccc1N=C(C)C1=C(O)COC1=O was read as NR1D1 modulator 1, ARFGAP1 inh -15, GC-A act 2, PG9 Ab binder -1.1, GC-B act -3, HTRA1 inhibitor 8, ASAP1 inh -10, ABHD4 inh 3, SMARCA2 act 1 and rCAG binder 0.
`CC(C)C1COC(c2cccn2Cc2ccccc2Cl)=N1` (centres undefined) gave NR1D1 modulator 0, ARFGAP1 inh 9, GC-A act -1, PG9 Ab binder -1.4, GC-B act -2, HTRA1 inhibitor -1, ASAP1 inh 2, ABHD4 inh 13, SMARCA2 act 1 and rCAG binder -4.
For CCOC(=O)c1[nH]c(C)c(C(=O)NCc2ccco2)c1C the results were NR1D1 modulator -4, ARFGAP1 inh 8, GC-A act -1, PG9 Ab binder -0.1, GC-B act -2, HTRA1 inhibitor 0, ASAP1 inh -7, ABHD4 inh 4, SMARCA2 act -1 and rCAG binder 3.
CCCCN1CC(COCc2ccccc2)Oc2cccc(Sc3ccc(OC)c(OC)c3)c2S1(=O)=O (centres undefined) was read as NR1D1 modulator 0, ARFGAP1 inh -4, GC-A act 2, PG9 Ab binder -1.1, GC-B act 4, ASAP1 inh 2, ABHD4 inh -7, SMARCA2 act -4 and rCAG binder 10.
For CCc1nnc(NC(=O)c2ccc(S(=O)(=O)N(CC(C)C)CC(C)C)cc2)o1 the results were NR1D1 modulator -1, ARFGAP1 inh 14, GC-A act 1, PG9 Ab binder 0.4, GC-B act 5, HTRA1 inhibitor -3, ASAP1 inh -4, ABHD4 inh 4, SMARCA2 act -3 and rCAG binder 29.

From PubChem BioAssay
